# Assay outcomes as filed in PubChem.
# F508del corr – F508del CFTR correction, initial screen, CFBE line, single point. CFBE cells, YFP halide quenching; stimulated with forskolin plus potentiator P3; % fluorescence drop versus neutral controls. activity (quench increase), % at 7.58 µM. 0.36% of 350,000 active. AID 720511, 2013;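 active = mean added fluorescence quench of at least 8% versus neutral control, with both replicates also reaching 8%; inconclusive = only one of the mean or replicate conditions met; inactive = mean below 8% and not both replicates reaching 8%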;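 note: cells transiently co-express mutant CFTR-F508del with the halide-sensitive YFP; corrector assay measuring rescue of mutant channel to the surface after 24 h compound exposure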
# INS-1E GSIS act – GLuc luminescence reporter in INS-1E cells, primary screen for activators of glucose-dependent secretion of insulin; INS-1E GLuc reporter insulin secretion, 2-3 h; activation, % at 16.6 µM; 0.61% of 370,000 active; AID 743287, 2014;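 active = lowest replicate activation of at least 40%, so every replicate reaches that level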;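 note: 0% = median of neutral control wells and 100% = median of IBMX positive control wells; some compounds called inactive have numbers as strong as hits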
# RAD54 inh – inhibitors of human RAD54 branch migration, primary screen, biochemical, fluorescence, single point | RAD54 Holliday junction branch migration, FAM/BHQ fluorescence | 0.14% of 360,000 active | AID 602329, 2012 | DNA repair and recombination protein RAD54-like (Homo sapiens), Q92698 | inhibition, % at 10.4 µM;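 active = mean normalized replicate activity at least 40 and at least half of replicates scoring 40 or more; inconclusive = only one of the two criteria met; inactive = mean below 40 and under half of replicates reaching 40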;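 note: 0% = median of neutral control wells and 100% = median of positive control wells; inhibitors cause a drop in the FAM fluorescence signal; in these data hits start at about 50%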
# Casp6 inh – human caspase-6 inhibitors, primary screen, biochemical, VEID-R110 fluorescence, single point, set 2 | 0.53% of 350,000 active | purified caspase-6, Z-VEID-R110 cleavage fluorescence | P55212 | AID 686996, 2013 | inhibition, % at 12.5 µM;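 active = mean inhibition across replicates at least about 35%, with every replicate also reaching that limit, limit read from the data; inconclusive = only one of the two criteria met; inactive = neither criterion met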;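 note: 0% = median of neutral control wells and 100% = no fluorescence left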
# Target sequence (P55212 24-179 limits assumed): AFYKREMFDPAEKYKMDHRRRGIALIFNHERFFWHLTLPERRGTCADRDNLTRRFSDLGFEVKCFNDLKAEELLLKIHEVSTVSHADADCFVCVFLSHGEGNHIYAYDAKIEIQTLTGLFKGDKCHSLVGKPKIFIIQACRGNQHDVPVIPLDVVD
# Target sequence (P55212 194-293 limits assumed): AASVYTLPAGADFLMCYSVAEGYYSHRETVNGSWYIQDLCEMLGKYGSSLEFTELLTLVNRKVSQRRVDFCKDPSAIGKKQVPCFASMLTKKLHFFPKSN
# RAD52 anneal inh – RAD52 DNA annealing inhibitors, primary screen, biochemical, FRET, single point, set 2 | DNA repair protein RAD52 homolog (Homo sapiens), P43351 | recombinant RAD52 DNA annealing, FRET fluorescence | inhibition, % at 18.7 µM | 0.46% of 360,000 active | AID 651710, 2012;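 active = every replicate showing at least 50% inhibition; inconclusive = mean inhibition at least 50% but not in every replicate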
# DENV2 CPE rescue – inhibitors of DENV2 cytopathic effect, primary screen, cell-based, plate reader, single concentration | DENV2-infected cells, cytopathic effect rescue | CPE inhibition, % at 9.99 µM | 1.7% of 350,000 active; in the data active = CPE inhibition above about 20%, passing the limit was not always enough; inconclusive = no clear call, values can overlap the other calls; tested in BHK-21 cells;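 note: 0% = median of neutral control wells and 100% = median of positive control wells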
# E-selectin induc – E-selectin induction in HUVECs, primary screen, imaging, HUVEC, immunofluorescence imaging, single point | 0.37% of 260,000 active | activation, % at 7.58 µM | normalized: neutral wells 0, TNF-alpha wells 100 | AID 686992, 2013 | P16581;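 active = mean E-selectin-positive cell signal at least 10% of the positive control, reached in at least 60% of replicates, without over 20% cell loss; inconclusive = no rule given, readout overlaps actives, possibly toxicity-flagged; inactive = the rest, including those meeting only one limit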;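 note: in these data hits start at about 27%; measured in HUVEC primary endothelial cells; signal is the percent of cells scored E-selectin positive by PE staining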
# Target sequence (P16581 whole entry, looked up): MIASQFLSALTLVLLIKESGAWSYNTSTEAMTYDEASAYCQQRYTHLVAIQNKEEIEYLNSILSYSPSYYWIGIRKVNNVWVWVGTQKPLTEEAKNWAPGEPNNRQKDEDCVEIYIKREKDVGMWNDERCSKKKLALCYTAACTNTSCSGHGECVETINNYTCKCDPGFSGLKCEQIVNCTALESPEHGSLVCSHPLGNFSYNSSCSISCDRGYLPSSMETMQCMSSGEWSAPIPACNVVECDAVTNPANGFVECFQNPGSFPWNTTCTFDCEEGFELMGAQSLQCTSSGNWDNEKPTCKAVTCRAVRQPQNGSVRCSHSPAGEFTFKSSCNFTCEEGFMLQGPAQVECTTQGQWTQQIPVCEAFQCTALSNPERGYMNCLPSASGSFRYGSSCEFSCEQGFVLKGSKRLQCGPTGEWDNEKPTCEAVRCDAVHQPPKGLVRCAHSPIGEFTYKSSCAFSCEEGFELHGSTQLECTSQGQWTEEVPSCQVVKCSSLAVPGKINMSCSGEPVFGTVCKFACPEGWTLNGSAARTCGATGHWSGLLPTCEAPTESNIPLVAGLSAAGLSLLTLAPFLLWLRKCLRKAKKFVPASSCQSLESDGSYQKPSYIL
#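 Assay system: HUVEC, human umbilical vein endothelial cells / Amount: 3,000 HUVEC/well / Controls: TNF-alpha positive control, DMSO neutral control / Compound dosing: single concentration / Medium: EGM-2 over gelatin coat / Evaluation: percent E-selectin-positive cells / Signal: immunofluorescence imaging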
# Xi reactivation – activators of inactive X chromosome reactivation, primary screen, imaging, XiGFP fibroblasts, GFP high-content imaging, set 2; XiGFP mouse fibroblasts, % GFP-positive cells imaging, 3 d; cells co-treated with 5-aza-dC sensitizer; scaled so ellipticine positive control = 100%; activation, % at 7.58 µM; 0.055% of 360,000 active; AID 743238, 2013;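 active = mean normalized replicate activation at least 10% and every replicate at or above 10%; inconclusive = only one of the two criteria met; inactive = mean below 10% and not all replicates reach 10%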;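 note: 0% = median of on-plate neutral control wells and 100% = ellipticine 6 µM median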
#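 Material: SV40-immortalized XiGFP fibroblast cells, line 68-5-11 | Buffer or medium: DMEM containing 5-aza-dC | Dosing: One concentration, pinned | Times: 3 d treatment, 15 min room-temperature fixation | Controls: Ellipticine 6 µM positive control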
# * marks the source's active call; other numbers are inactive results; ? = inconclusive; . = no result given. No enrichment for hits; 3.7% or so of the library scored in one or more.
# Field names – A = F508del corr; B = INS-1E GSIS act; C = RAD54 inh; D = Casp6 inh; E = RAD52 anneal inh; F = DENV2 CPE rescue; G = E-selectin induc; H = Xi reactivation
CCOC(=O)C1=CCN(S(=O)(=O)c2ccccc2F)C1c1ccc(Cl)c(Cl)c1 (configuration not stated)
  A = 3.6; B = .; C = -10; D = 0; E = -14; F = 3; G = -0.2; H = 0.2
COc1ccc(NC(=S)NCc2ccccc2Cl)c(OC)c1
  A = -0.7; B = -7; C = 1; D = -2; E = -9; F = 13; G = .; H = 0.0
COc1ccc(CC(=O)Nc2ccc(NC(=O)c3ccccc3F)cc2)cc1
  A = -1.3; B = 25; C = .; D = 1; E = -3; F = -1; G = 1.4; H = 0.0
O=c1[nH]c(=S)[nH]c2c1C(C1CCCCC1)OC(C1CCCCC1)C2 (configuration not stated)
  A = 1.4; B = -45; C = .; D = -3; E = -2; F = -5; G = 0.6; H = 0.0
O=C(C[C@@H]1C[C@H]2c3cc(NC(=O)C4CCOCC4)ccc3O[C@H]2[C@H](CO)O1)NCc1ccc(Oc2ccccc2)cc1
  A = -2.8; B = 13; C = 11; D = 0; E = 10; F = -6; G = 1.2; H = 0.0
CCN(C[C@H]1N[C@@](CC)(C(=O)OC)[C@H]2C(=O)N(C)C(=O)[C@@H]12)S(=O)(=O)c1ccc(C(F)(F)F)cc1
  A = -0.7; B = .; C = 11; D = 0; E = 0; F = 52*; G = .; H = 0.0
COc1cc(C(=O)Oc2cccc(Nc3ncnc4ccccc34)c2)cc(OC)c1OC
  A = -2.1; B = 7; C = .; D = -1; E = -17; F = .; G = .; H = .
Cc1ccccc1NC1c2ccccc2C(=O)N1Cc1ccco1 (configuration not stated)
  A = -0.8; B = .; C = -11; D = 0; E = -21; F = 0; G = 0.0; H = -0.1
O=C(Cc1ccccc1)N[C@@H]1C=C[C@H](CC(=O)N2CCCCC2)O[C@H]1CO
  A = 0.6; B = 2; C = -9; D = 1; E = 17; F = 20; G = 0.0; H = -0.2
Cc1cccc(S(=O)(=O)N[C@H]2CC[C@H](CCNC(=O)c3cnccn3)O[C@@H]2CO)c1
  A = -1.3; B = 12; C = -1; D = 3; E = -7; F = 5; G = -0.1; H = 0.7
O=C(/C=C/Nc1ccc(S(=O)(=O)Nc2ncccn2)cc1)c1ccc2ccccc2c1
  A = 1.8; B = 7; C = -13; D = 3; E = -38; F = -2; G = 0.1; H = 0.0
C[C@H]1CCCCO[C@@H](CN(C)C(=O)Nc2ccc(C(F)(F)F)cc2)[C@@H](C)CN([C@@H](C)CO)C(=O)c2cc(NS(=O)(=O)c3ccccc3)ccc2O1
  A = -4.6; B = 19; C = -7; D = 0; E = -23; F = 12; G = 0.1; H = 0.0
COCCCNC(=S)Nc1cc2oc3ccccc3c2cc1OC
  A = ?; B = -6; C = -3; D = -3; E = -17; F = -4; G = 1.3; H = 0.0
COc1ccc(S(=O)(=O)N(C)C[C@H]2OCCCC[C@@H](C)Oc3ccc(NS(=O)(=O)c4ccc(F)cc4)cc3C(=O)N([C@@H](C)CO)C[C@H]2C)cc1
  A = -0.3; B = -8; C = -11; D = 1; E = 3; F = 10; G = -0.1; H = 0.1
Cc1[nH][nH]c(=O)c1[C@@H](c1ccccc1[N+](=O)[O-])C(C#N)C#N
  A = -4.5; B = -19; C = .; D = 7; E = -4; F = 4; G = 4.0; H = -0.2
Cc1ccc([C@H]2C[C@H](n3cc(COC(=O)c4ccccc4)nn3)[C@@H](O)CN2C(=O)C2CCCCC2)cc1
  A = 0.4; B = -17; C = 2; D = -1; E = -9; F = 52*; G = -0.2; H = 0.4
CCCNC(=O)[C@H]1[C@H](CO)[C@H]2Cn3c(ccc(-c4ccc(C(=O)N(C)C)cc4)c3=O)[C@H]2N1CCC
  A = -0.1; B = 2; C = 10; D = 11; E = -14; F = 4; G = 0.2; H = -0.1
Cn1ncc(Br)c1C(=O)N1CCc2ccccc21
  A = -2.7; B = .; C = 10; D = -1; E = -12; F = -8; G = .; H = 0.0
NC(=O)COc1ccc(NC(=O)c2ccccc2-c2ccccc2)cc1
  A = .; B = 4; C = .; D = 0; E = 7; F = -3; G = .; H = 0.1
CCc1[nH]nc(C(=O)NC2CCCN(Cc3ccccc3F)C2)c1C (configuration not stated)
  A = -4.1; B = 2; C = -5; D = -1; E = -19; F = 16; G = 0.2; H = 0.1
COc1cc2ncnc(NCc3cccs3)c2cc1OC
  A = 4.2; B = 11; C = .; D = 1; E = -14; F = 9; G = .; H = 0.0
COC(=O)c1sccc1NC(=S)Nc1cc(C)ccc1OC
  A = -0.4; B = -7; C = .; D = -3; E = -13; F = 9; G = -0.3; H = -0.1
O=C(Cc1csc(NC(=O)Nc2cccc(Cl)c2)n1)NCc1ccccn1
  A = 3.9; B = -35; C = 5; D = -2; E = -5; F = -6; G = -0.1; H = 0.0
Cc1ccc(C(=O)NCCCNC(=O)Cc2ccccc2)cn1
  A = 0.8; B = 11; C = -1; D = 0; E = 5; F = 8; G = 0.6; H = 0.0
Cc1nnc2ccc(-c3cccc(NC(=O)c4ccco4)c3)nn12
  A = 0.4; B = 36; C = -6; D = 2; E = -7; F = -3; G = .; H = -0.1

# Entries listed above that bear a hit mark in DENV2 CPE rescue:
SMILES | F508del corr | INS-1E GSIS act | Casp6 inh | RAD52 anneal inh | DENV2 CPE rescue
CCN(C[C@H]1N[C@@](CC)(C(=O)OC)[C@H]2C(=O)N(C)C(=O)[C@@H]12)S(=O)(=O)c1ccc(C(F)(F)F)cc1 | -0.7 | . | 0 | 0 | 52*
Cc1ccc([C@H]2C[C@H](n3cc(COC(=O)c4ccccc4)nn3)[C@@H](O)CN2C(=O)C2CCCCC2)cc1 | 0.4 | -17 | -1 | -9 | 52*

# New compounds follow
# Field names – A = F508del corr; B = INS-1E GSIS act; C = RAD54 inh; D = Casp6 inh; E = RAD52 anneal inh; F = DENV2 CPE rescue; G = E-selectin induc; H = Xi reactivation
CO[C@@H](CN(C)S(=O)(=O)c1ccc(C)cc1)[C@H](C)CN([C@H](C)CO)S(=O)(=O)c1cccc(Cl)c1
  A = 15*; B = -17; C = -2; D = 3; E = 0; F = 7; G = 0.3; H = 0.4
O=S1(=O)N[C@H](Cc2ccccc2)COc2cccc(N3CCSCC3)c21
  A = -1.3; B = -4; C = .; D = -1; E = -22; F = -4; G = 2.8; H = -0.1
Cc1sc2nc[nH]c(=O)c2c1-c1ccc(Cl)cc1
  A = ?; B = 1; C = -3; D = -1; E = -20; F = -1; G = .; H = 0.0
C[C@H]1CN([C@@H](C)CO)C(=O)c2cccc(NC(=O)C3CCOCC3)c2O[C@H]1CN(C)Cc1ccc(C(=O)Nc2ccccc2N)cc1
  A = 0.9; B = 17; C = 13; D = -1; E = -5; F = 13; G = 0.0; H = 0.8
COC(=O)c1ccc(NC(=O)CC2C(=O)N(C)C(=S)N2Cc2ccc(S(N)(=O)=O)cc2)cc1 (configuration not stated)
  A = 3.2; B = 12; C = -6; D = 6; E = -3; F = -8; G = -0.1; H = 1.0
COc1ccc2cc(C(=O)C3CCCN(C(=O)c4cnccn4)C3)ccc2c1 (configuration not stated)
  A = -1.1; B = -3; C = 3; D = 4; E = -2; F = 1; G = 0.3; H = 0.0
COc1ccc(-c2nc(N)n(C(=O)c3ccccc3Cl)n2)cc1
  A = .; B = 13; C = -2; D = .; E = .; F = .; G = 0.2; H = -0.1
COCC(=O)Nc1ccc2c(c1)C(=O)N(C)C[C@@H](OC)[C@H](C)CN(C(=O)c1cnccn1)[C@H](C)CO2
  A = 0.0; B = -2; C = -3; D = 2; E = 0; F = 5; G = -0.1; H = 0.0
CCCc1cn(CC[C@H]2CC[C@H](NC(=O)CCN3CCCCC3)[C@H](CO)O2)nn1
  A = 6.5; B = 8; C = 5; D = -2; E = -3; F = -2; G = 0.5; H = 0.9
Cc1ccc(S(=O)(=O)N2CCC(C(=O)NCCN3CCOCC3)CC2)cc1
  A = -3.8; B = -6; C = -4; D = -149; E = -1; F = 17; G = -0.2; H = -0.1
COc1cc(C(F)(F)F)c(C(=O)NCc2cccc(Cl)c2)cn1
  A = -0.2; B = 48*; C = -3; D = 3; E = -3; F = -5; G = 0.2; H = 0.1
CCSC(=O)NC12CC3CC(CC(C3)C1)C2
  A = 2.1; B = -1; C = 8; D = -5; E = -16; F = -5; G = .; H = .
CC(=O)N(C)C[C@H]1Oc2ncc(-c3cccnc3)cc2C(=O)N([C@@H](C)CO)C[C@H]1C
  A = 3.6; B = 9; C = 6; D = -1; E = -1; F = -2; G = 0.3; H = -0.5
CNC[C@H]1Oc2c(NC(=O)Nc3ccc(OC)cc3)cccc2C(=O)N([C@@H](C)CO)C[C@H]1C
  A = 0.2; B = -6; C = 7; D = 1; E = -3; F = 0; G = -0.1; H = 0.0
COc1ccc(C(=O)NNC(=O)COc2ccc(Cl)cc2)c(OC)c1
  A = -0.5; B = -1; C = 0; D = 2; E = -13; F = -3; G = -0.2; H = 0.0
CCC(C)C(NC(=O)c1ccccc1NC(=O)c1ccc(C)cc1)C(=O)O (configuration not stated)
  A = -2.9; B = 5; C = .; D = -2; E = -2; F = -4; G = 0.3; H = 0.0
COc1cc(C(=O)NC2CCCCN(C)C2=O)cc(OC)c1OC (configuration not stated)
  A = -1.2; B = -8; C = .; D = 2; E = -35; F = -4; G = 0.2; H = 0.4
O=C(NCCCn1ccnc1)C1CC(c2ccccc2Cl)=NO1 (configuration not stated)
  A = -0.2; B = 10; C = -4; D = -12; E = -4; F = ?; G = 4.6; H = 0.6
CCCCCCN(C(=O)CCCCCN1C(=O)NC(c2cccc([N+](=O)[O-])c2)C(C(=O)OCc2ccccc2)=C1C)C(C(=O)NCCCC)c1ccc(OCC(=O)OC)c(C(=O)OC)c1 (configuration not stated)
  A = 2.4; B = 1; C = .; D = -3; E = -8; F = 5; G = -0.2; H = 0.0
CCc1nnc(NC(=O)CSc2nnc(Cc3cc(=O)[nH]c(=O)[nH]3)n2-c2ccc(OC)cc2)s1
  A = -1.1; B = 10; C = 1; D = 1; E = -6; F = 0; G = 0.0; H = 0.1
C[C@H]1Cn2cnc(C(=O)N3CCN(c4ccccc4)CC3)c2C(=O)N1
  A = 1.9; B = -42; C = .; D = -7; E = -13; F = ?; G = .; H = 0.3
O=C(NCC(c1ccco1)N1CCc2ccccc2C1)c1ccc(Cl)cc1 (configuration not stated)
  A = -0.9; B = -6; C = -7; D = 63*; E = -49; F = 9; G = -0.2; H = -0.1
O=C(Nc1ccc(Cl)cc1)N[C@H]1CC[C@H](CCNC(=O)c2cc(Cl)cc(Cl)c2)O[C@@H]1CO
  A = 5.3; B = -1; C = .; D = 2; E = -8; F = -11; G = 3.3; H = -0.5
